TexasRed fluor – Total Fluorescence Counterscreen for Inhibitors of the Interaction of Thyroid Hormone Receptor and Steroid Receptor Coregulator 2; TRb/SRC2 Texas Red total fluorescence interference; Potency, µM (doses to about 106 µM), inactives show at the highest dose fluorescence change, negative = quenching; hit rate 0.29% among 280,000; AID 1479, 2009; active = well fitted curve in either direction with a large enough effect; inconclusive = small, poorly fitted or top-dose-only effect
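Human TRb ligand-binding domain at 0.6 uM with 20 nM Texas Red SRC2 peptide in Tris buffer containing 1 uM T3 and 5% DMSO, incubated with compound 5 h at ambient temperature. Total fluorescence (555/632 nm) calculated as parallel + 2 × perpendicular.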
RECQ1 inh – qHTS Assay for Inhibitors of RecQ-Like Dna Helicase 1 (RECQ1). RECQ1 DNA unwinding, red fluorescence kinetic read. ATP-dependent DNA helicase Q1 (Homo sapiens), P46063. hit rate 0.54% among 240,000. Potency, µM (titrated, usually from 57.3 µM), for the others: top-dose activity, negative = inhibition, most hits filed as inhibitors;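 also: plate controls were vehicle for no effect and no enzyme for full effect; nearly all actives have a fitted effect of over 30% in size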
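50 nM RECQ1T1 preincubated 15 min with compound in Tris pH 8.0 buffer with MgCl2, DTT, Tween-20 and 2.5 ug/ml poly(dI-dC); started with 200 nM TAMRA/BHQ-2 forked duplex and 2 mM ATP. Unwinding read as fluorescence (525/598 nm), two reads 2 h apart.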
Tau ThT inhib – qHTS for Inhibitors of Tau Fibril Formation, Thioflavin T Binding | Microtubule-associated protein tau (Homo sapiens), P10636 | AID 1460, 2008 | hit rate 2.1% among 270,000 | recombinant tau K18 P301L (four-repeat tau fragment), heparin-induced fibrillization, ThT fluorescence | Potency, µM (titrated, usually from 57.4 µM), for inactives: at the highest dose activity, negative = inhibition, most hits filed as inhibitors; also: nearly all actives have a fitted effect of over 55% in size
Target sequence (P10636 561-689 P618L limits assumed): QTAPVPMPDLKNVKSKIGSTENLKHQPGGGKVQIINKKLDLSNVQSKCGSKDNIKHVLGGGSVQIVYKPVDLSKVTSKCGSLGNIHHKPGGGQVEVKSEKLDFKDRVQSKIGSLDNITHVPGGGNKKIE
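Tau K18 P301L fragment (15 uM unlabeled plus 0.24 uM Alexa 594-labeled) in 100 mM sodium acetate pH 7 with compound, fibrillization induced by 20 uM heparin for 6 hr at 37 C. Thioflavin T (30 uM) added, fluorescence read after 1 hr (ex 450, em 510 nm).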
L3MBTL1 block – qHTS Assay for the Inhibitors of L3MBTL1 | Lethal(3)malignant brain tumor-like protein 1 (Homo sapiens), Q9Y468 | AlphaScreen L3MBTL1–H3K9me1 peptide binding | Potency, µM (top dose mostly 57.1 µM), without a hit: top-dose activity, negative = inhibition, hits mostly inhibitors | hit rate 0.66% among 230,000 | AID 485360, 2010; also: nearly all actives have a fitted effect of over 60% in size
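L3MBTL1 (50 nM) pre-complexed 30 min with biotinylated H3(1-15)K9me1 peptide (75 nM), then compounds added for 30 min at room temperature; AlphaScreen streptavidin donor/nickel chelate acceptor beads (10 ug/mL final) read after 30 min dark incubation.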
Tau fibril FP – qHTS for Inhibitors of Tau Fibril Formation, Fluorescence Polarization. hit rate 0.39% among 280,000. Potency, µM (series often up to 57.7 µM), inactives show at the highest dose activity, negative = inhibition, usual class: inhibitors. Microtubule-associated protein tau (Homo sapiens), P10636. K18 P301L tau heparin fibrillization, Alexa594 FP, 6 h; also: nearly all actives have a fitted effect of over 55% in size
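Read-out: fluorescence polarization of Alexa 594-labeled tau (0.24 uM), 555 nm excitation, 632 nm emission. Mixtures held 15 uM unlabeled K18 P301L, compound and 20 uM heparin, pH 7 acetate buffer, incubated 6 hr at 37 C.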
JMJD2E inh – qHTS Assay for Inhibitors of Human Jumonji Domain Containing 2E (JMJD2E); Lysine-specific demethylase 4E (Homo sapiens), B2RXH2; JMJD2E catalytic domain, FDH-coupled NADH fluorescence (FDH is formaldehyde dehydrogenase); Potency, µM (top dose mostly 57.1 µM), for inactives: at the top dose activity change, negative = inhibition, actives largely listed as inhibitors; hit rate 1.6% among 230,000; AID 2147, 2009; active = well fitted inhibition curve with a large enough effect, not every such curve was filed as active; inconclusive = small, poorly fitted or top-dose-only effect, or another doubt; inactive = no such curve, though single readings can be large or run the other way;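 also: 0% = wells with enzyme and -100% = buffer wells without enzyme; nearly all actives have a fitted effect of over 50% in size; many of its hits are not listed in these tables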
Target sequence (B2RXH2 1-337 limits assumed): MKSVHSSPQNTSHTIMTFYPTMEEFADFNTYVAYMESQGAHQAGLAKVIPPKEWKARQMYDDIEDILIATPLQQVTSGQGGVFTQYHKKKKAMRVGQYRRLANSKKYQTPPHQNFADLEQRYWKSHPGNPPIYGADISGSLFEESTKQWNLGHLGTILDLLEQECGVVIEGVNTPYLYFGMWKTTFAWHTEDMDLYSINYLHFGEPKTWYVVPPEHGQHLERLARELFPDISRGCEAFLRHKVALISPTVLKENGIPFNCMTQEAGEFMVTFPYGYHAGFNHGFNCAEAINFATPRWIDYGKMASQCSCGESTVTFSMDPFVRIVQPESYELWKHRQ
GoLoco inh red – qHTS Assay for Inhibitors of RGS12 GoLoco Motif Activity (Red Fluorophore) | Gai1:RGS12 GoLoco peptide FP, rhodamine, 10 min | Potency, µM (series often up to 61.6 µM), inactives show top-dose activity, negative = inhibition, hits mostly inhibitors | hit rate 0.44% among 230,000 | AID 880, 2007; active = well fitted inhibition curve with a large enough effect, not every such curve was filed as active; inactive = no such curve, though single readings can be large or run the other way; also: nearly all actives have a fitted effect of over 30% in size; many of its hits are not listed in these tables
Target sequence (P63096 whole entry, looked up): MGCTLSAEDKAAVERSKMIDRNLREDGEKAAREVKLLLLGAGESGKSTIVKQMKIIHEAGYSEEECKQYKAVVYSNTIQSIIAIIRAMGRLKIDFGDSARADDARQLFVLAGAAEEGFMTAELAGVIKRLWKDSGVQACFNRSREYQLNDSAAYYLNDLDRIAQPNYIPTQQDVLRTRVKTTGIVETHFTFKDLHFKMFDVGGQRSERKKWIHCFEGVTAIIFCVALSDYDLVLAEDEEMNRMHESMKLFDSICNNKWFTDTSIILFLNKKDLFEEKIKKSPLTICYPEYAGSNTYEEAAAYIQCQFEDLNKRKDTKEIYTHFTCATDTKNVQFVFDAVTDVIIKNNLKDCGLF
TRb-SRC2 inh – qHTS for Inhibitors of the Interaction of Thyroid Hormone Receptor and Steroid Receptor Coregulator 2; TRbeta-SRC2 peptide binding, fluorescence polarization; receptor liganded with 1 µM T3; Potency, µM (series often up to 106 µM), inactives show at the top dose activity change, negative = inhibition, usual class: inhibitors; Thyroid hormone receptor beta (Homo sapiens), P10828; hit rate 0.065% among 280,000;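 also: plate controls were bound peptide for no effect and peptide without receptor for full effect; nearly all actives have a fitted effect of over 50% in size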
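Each compound concentration gave % activity, normalized to unbound and bound Texas Red SRC2 controls, from polarization read after 5 hr ambient incubation with T3-loaded human TRb LBD.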
Starred values were filed as active, the others as inactive; i = inactive; ? = inconclusive; nt = not tested or not shown; [ ] = dose if it differs, or a comment. Unless noted, calls follow the shape of the dose curve; as a rule, active = well fitted curve in the direction sought with a large enough effect; inconclusive = small, poorly fitted or top-dose-only effect, or another doubt; inactive = no such curve, though single readings can be large; an effect the other way counts as inactive or inconclusive. Unless noted, % is scaled to controls: 0 for no effect and ±100 for the full control effect; potency is read from the fitted curve at half-maximal effect. A portion of the library; rates above refer to the full screens.

1. N#CC1=C(N)C2=CCCC[C@H]2[C@H](c2ccc(Br)cc2)C1(C#N)C#N
2. Cc1ccc2ncc(C(=O)c3ccc(C)c(C)c3)c(S(=O)(=O)c3ccc(F)cc3)c2c1
3. COc1cccc(/C=N/NC(=O)c2ccc([N+](=O)[O-])cc2Cl)c1O
4. O=C(NNC(=O)C1CC(c2cccs2)=NO1)NC1CCCCC1 (stereo not given)
5. COc1ccccc1CNC(=O)c1ccc(CSc2nc3ccncc3n2Cc2cccc(F)c2)cc1
6. COc1ccc(Nc2c3c(c(C#N)c4nc5ccccc5n24)CCC3)cc1
7. Cn1cccc1C(=O)OCC(=O)N1CC(=O)Nc2ccccc21
8. CSc1ccccc1NC(=O)N1CCCC(C(=O)c2ccc3c(c2)OCO3)C1 (stereo not given)
9. O=C1C2=C(SCCS2)C(=O)N1c1ccccc1
10. COc1ccc(CCN2C(=O)CC(NC34CC5CC(CC(C5)C3)C4)C2=O)cc1OC (stereo not given)
assay / compound	1	2	3	4	5	6	7	8	9	10
TexasRed fluor	5%	4%	1%	-1%	4%	0%	-2%	-1%	-3%	0%
RECQ1 inh	-5%	nt	-10%	i	nt	-1%	-15%	-10%	5%	i
Tau ThT inhib	14µM*	-15%	?	-4%	7%	3%	-1%	-16%	-10%	-10%
L3MBTL1 block	-8%	nt	-9%	5%	nt	-17%	7%	-2%	-5%	0%
Tau fibril FP	?	-9%	-2%	3%	5%	-2%	4%	-2%	1%	8%
JMJD2E inh	-1%	nt	14µM*	-21%	nt	3%	17%	-11%	2%	-3%
GoLoco inh red	39%[activator]	nt	1%	13%	nt	28%	7%	3%	-13%	1%
TRb-SRC2 inh	-4%	0%	6%	3%	2%	7%	-4%	0%	1%	9%

11. Nc1cc(OC(=O)c2ccco2)nn1S(=O)(=O)c1ccc(F)cc1
12. COc1ccccc1Oc1cc(-n2nc(C)cc2C)ncn1
13. CCS(=O)(=O)Nc1ccc(-c2nnc(SCC(=O)OC)o2)cc1
14. O=C(CCC1N=C2c3ccccc3N=C(SCC(=O)Nc3ccc(F)cc3)N2C1=O)NCc1ccco1 (stereo not given)
15. Cc1csc(C(C#N)C(=O)c2ccc(S(=O)(=O)N3CCCC3)cc2)n1 (stereo not given)
16. Cc1ccc(-c2cc(=O)[nH][nH]2)c(C)c1
17. CCOC(=O)OCC1OC(c2cc(C)cc(C)c2)C=CC1OC(=O)OCC (stereo not given)
18. O=C1c2ccccc2C(Nc2ccc3c(c2)OCCO3)N1c1ccc(Cl)cn1 (stereo not given)
19. O=C(CCC(=O)N1CCN(c2ccc(O)cc2)CC1)c1cccs1
20. COc1ccc(/C=C/C(=O)NCC(=O)N/N=C(/CCC(=O)O)c2ccccc2)cc1
assay / compound	11	12	13	14	15	16	17	18	19	20
TexasRed fluor	-8%	-2%	-1%	3%	-1%	3%	0%[11.2 µM]	-7%	1%	-7%
RECQ1 inh	i	-2%	-4%	nt	-7%	i	-10%[11.5 µM]	-6%	?	-12%
Tau ThT inhib	?	-9%	0%	8%	?	?	-17%[11.5 µM]	?	?	-18%
L3MBTL1 block	-2%	5%	0%	nt	2%	-7%[11.4 µM]	nt	nt	?	-5%
Tau fibril FP	?	-7%	2%	-5%	4%	-5%	-4%[11.6 µM]	7%	1%	-7%
JMJD2E inh	-3%	-2%	2%	nt	-7%	-8%	nt	-7%	?	3%
GoLoco inh red	nt	-2%	nt	nt	63%[activator]	-4%	nt	6%	-3%	12%
TRb-SRC2 inh	8%	2%	8%	3%	11%	-2%	7%[11.2 µM]	10%	-1%	-4%

21. Cc1cc2c(c(=O)n1Cc1cccnc1)C(c1cccs1)C(C#N)=C(N)O2 (stereo not given)
22. Cc1nc(NC(=O)c2ccccc2)nc2cc3c(cc12)OCO3
23. CC1CCCCN1Cc1c(O)ccc2c(=O)c(-c3nc4ccccc4s3)c(N)oc12 (stereo not given)
24. CN(C)/C=C/c1c([N+](=O)[O-])c2ccc(O)cc2n1-c1ccccc1
25. COc1ccc(C(=O)Nc2cccc(C(=O)NCc3ccco3)c2)cc1
26. NCCNc1cc(N2CCCC2)ccc1[N+](=O)[O-]
27. O=C(Nc1cc([N+](=O)[O-])ccc1F)C1CC1
28. CN(C)CCCN1C(=O)c2cccc3c(Br)ccc(c23)C1=O
29. C[C@@H](C(=O)CC(=O)OC(C)(C)C)[C@@H](O)c1c(F)cccc1Cl
30. Cc1cc(C)cc(CSCC(=O)N/N=C/c2ccc(OCC(=O)NCc3ccco3)cc2)c1
assay / compound	21	22	23	24	25	26	27	28	29	30
TexasRed fluor	1%	-1%	0%	-8%	-1%[53 µM]	-2%	-3%	-5%	-5%	0%
RECQ1 inh	1%	-3%	1%	i	i	-3%	0%	i	i	-11%
Tau ThT inhib	-10%	14%	?	13µM*	0%	?	7%	?	nt	-13%
L3MBTL1 block	nt	-6%	-8%	-4%	-14%	-10%	13%	nt	11%	2%
Tau fibril FP	2%	3%	15%	?	-5%	13%	4%	-3%	nt	-10%
JMJD2E inh	1%	-2%	?	?	-2%	-4%	1%	?	nt	-3%
GoLoco inh red	96%[activator]	-13%	18%	-5%	4%	10%	3%	-9%	nt	-6%
TRb-SRC2 inh	7%	-2%	-1%	-4%	6%[53 µM]	-2%	-3%	3%	-5%	-2%

31. CC(C)c1ccc(NC(=O)c2cc3c(=O)n(C)c4ccccc4c3n2C)cc1
32. CC1=C(C(=O)Nc2ccc(C)cc2C)C(c2ccccc2)n2ncc(C(=O)Nc3ccccc3)c2N1 (stereo not given)
33. COc1ccc(/C=C/C(=O)N2CCC(C(N)=O)CC2)cc1S(=O)(=O)N1CCOCC1
34. CCS(=O)(=O)c1nc2ccccc2n1CC(=O)Nc1ccccc1C(=O)OC
35. CCCCN(CCCC)CC(O)Cn1cc(/C=C/C(=O)c2ccccc2)c2ccccc21 (stereo not given)
36. Cc1ccc2[nH]cc(C(c3ccccc3)c3ccc(Cl)s3)c2c1 (stereo not given)
37. COc1ccc(Cl)cc1NC(=S)NCCC(c1ccccc1)c1ccccc1
38. O=C(NC1CCN(Cc2ccccc2)CC1)c1ccc(N2CC3CC(C2)c2cccc(=O)n2C3)c([N+](=O)[O-])c1 (stereo not given)
39. CCOc1cc(/C=N/NC(=O)c2cccnc2)ccc1OCC(=O)N(C)C
40. CCOc1ccc(/C=C2\SC(=S)N(Nc3ccccc3)C2=O)cc1OC
assay / compound	31	32	33	34	35	36	37	38	39	40
TexasRed fluor	-8%	5%	-4%	-13%	-2%	-1%	-1%	-1%	0%	0%
RECQ1 inh	-5%	nt	-13%	nt	nt	nt	-24%	-1%	-2%	-5%
Tau ThT inhib	nt	-6%	4%	0%	?	?	4%	-6%	-6%	?
L3MBTL1 block	nt	nt	12%	nt	nt	nt	-1%	nt	6%	-6%
Tau fibril FP	-4%	?	8%	-10%	-7%	?	?	1%	-1%	-8%
JMJD2E inh	nt	nt	0%	nt	nt	nt	1%	4%	-17%	-6%
GoLoco inh red	6%	nt	9%	nt	nt	nt	11%	4%	11%	6%
TRb-SRC2 inh	1%	-4%	-1%	3%	-7%	-9%	-14%	-5%	-4%	4%

Reformatted with tabs: part of the list above.
no.	SMILES	TexasRed fluor	RECQ1 inh	Tau ThT inhib	L3MBTL1 block	Tau fibril FP	JMJD2E inh	GoLoco inh red	TRb-SRC2 inh
37	COc1ccc(Cl)cc1NC(=S)NCCC(c1ccccc1)c1ccccc1	-1%	-24%	4%	-1%	?	1%	11%	-14%
34	CCS(=O)(=O)c1nc2ccccc2n1CC(=O)Nc1ccccc1C(=O)OC	-13%	nt	0%	nt	-10%	nt	nt	3%
40	CCOc1ccc(/C=C2\SC(=S)N(Nc3ccccc3)C2=O)cc1OC	0%	-5%	?	-6%	-8%	-6%	6%	4%

Carrying on.
41. COc1ccc(C(=O)n2nc(N)c3cc4ccc(C)cc4nc32)cc1OC
42. CN1CCN(Cc2cc(=O)oc3cc4c(cc23)CCC4)CC1
43. CCCC1=NN(C(=O)Cc2ccc(OC)cc2)C(O)(C(F)(F)F)C1 (stereo not given)
44. O=C1c2ccccc2C(=O)N1OCc1c(F)cccc1Cl
45. O=C(CC1CCCCC1)c1c(O)c2ccccc2oc1=O
46. Cc1ccccc1CN1c2ccccc2-c2nc(SCC(=O)c3ccc(Cl)cc3)ncc2S1(=O)=O
47. COc1ccc([N+](=O)[O-])cc1NC(=O)CCN1CCN(c2ccccc2)CC1
48. Cc1c(C(=O)N2CCC(C)CC2)c(S(=O)(=O)NCc2ccc(Cl)cc2)c(C)n1C
49. NNC(=O)C1CC1c1ccc(Cl)cc1 (stereo not given)
assay / compound	41	42	43	44	45	46	47	48	49
TexasRed fluor	-1%	-2%	2%	-3%	-2%	1%	-2%	1%	-3%
RECQ1 inh	nt	-6%	-6%	i	1%	nt	7%	nt	-6%
Tau ThT inhib	-4%	-1%	-1%	-3%	1%	8%	0%	-1%	0%
L3MBTL1 block	nt	-1%	6%	23%	4%	nt	nt	nt	-4%
Tau fibril FP	?	11%	-8%	-4%	6%	-11%	-2%	3%	-2%
JMJD2E inh	nt	?	2%	3%	-4%	nt	-1%	nt	13%
GoLoco inh red	nt	5%	1%	3%	18%	nt	4%	nt	-5%
TRb-SRC2 inh	1%	-1%	-4%	-2%	-7%	-4%	3%	1%	1%

High-throughput results as filed in PubChem BioAssay.
